SUMO1-SIM PPI: alters human SUMO1 binding to SIM partners | P63165 | SUMO1 binding to a labelled peptide, TR-FRET, 1 h | inhibition, % at 20 µM | 360,000 compounds, 0.33% hits; in the data active means inhibition above about 37%
Target sequence (P63165 whole entry, looked up): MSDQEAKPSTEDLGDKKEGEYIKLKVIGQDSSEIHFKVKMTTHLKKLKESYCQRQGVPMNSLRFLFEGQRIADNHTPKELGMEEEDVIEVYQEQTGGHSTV
Neddylation inh: cullin neddylation inhibition. TR-FRET cullin neddylation, biochemical. calls only at 25 µM. 360,000 compounds, 0.58% hits. P61081+Q13564; in the data active means inhibition above about 36%
Target sequence (P61081 whole entry, looked up): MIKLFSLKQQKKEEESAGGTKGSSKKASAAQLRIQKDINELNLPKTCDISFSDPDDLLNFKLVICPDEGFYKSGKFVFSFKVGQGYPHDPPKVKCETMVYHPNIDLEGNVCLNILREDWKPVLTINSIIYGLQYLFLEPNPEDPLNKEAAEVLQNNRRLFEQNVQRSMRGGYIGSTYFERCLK
Target sequence (Q13564 whole entry, looked up): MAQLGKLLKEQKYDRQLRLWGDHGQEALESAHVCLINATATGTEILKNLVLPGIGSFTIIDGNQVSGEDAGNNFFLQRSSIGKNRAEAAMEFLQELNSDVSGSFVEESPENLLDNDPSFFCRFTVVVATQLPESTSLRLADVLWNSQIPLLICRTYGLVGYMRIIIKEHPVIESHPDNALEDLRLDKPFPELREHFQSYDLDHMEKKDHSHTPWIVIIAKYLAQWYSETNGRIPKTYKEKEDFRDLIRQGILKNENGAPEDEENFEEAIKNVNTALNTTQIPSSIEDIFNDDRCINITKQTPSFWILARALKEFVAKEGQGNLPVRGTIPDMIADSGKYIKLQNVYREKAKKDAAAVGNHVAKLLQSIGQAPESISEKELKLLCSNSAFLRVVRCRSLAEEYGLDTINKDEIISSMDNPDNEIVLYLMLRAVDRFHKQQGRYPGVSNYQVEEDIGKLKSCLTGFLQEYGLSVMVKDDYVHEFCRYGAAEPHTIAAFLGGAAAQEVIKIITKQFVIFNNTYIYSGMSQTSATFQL
STEP block: STEP (human) phosphatase inhibition; recombinant STEP, OMFP fluorogenic substrate, fluorescence; 360,000 compounds, 0.25% hits; inhibition, % at 20 µM; P54829; AID 588621;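 active means inhibition at 20 µM, scaled per plate between control wells, above about 37%, limit read from the data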;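 further: 0% = DMSO with enzyme and substrate and 100% = substrate only without enzyme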
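Material: STEP (striatal-enriched tyrosine phosphatase) enzyme, cell-free; Compound dosing: 20 µM single dose in 1% DMSO; Technique: fluorescence read at 480 nm ex / 540 nm em; Times: reaction 20 min, ambient temperature; Medium: 50 mM Bis-Tris pH 6.0 with 2.5 mM DTT and 0.005% Tween 20; Also added: OMFP at 25 µM.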
CendR NRP1 mod: modulators of CendR peptide binding to human neuropilin-1; O14786; FAM-RPARPAR peptide binding to NRP-1, fluorescence polarization; inhibition, % at 25 µM; 360,000 compounds, 0.85% hits; AID 602438;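 active means inhibition or corrected inhibition above about 18%, plus a signal ratio from 0.5 to 1.5, limit read from the data, passing the limit was not always enough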; further: strong numbers were not always called active
SKN-1 block: inhibitors of C. elegans SKN-1; C. elegans VP596 Pgst-4::GFP/RFP ratio, acrylamide-induced, 24 h; inhibition, % at 21.8 µM; 360,000 compounds, 0.49% hits;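 active means interference check ratio from 0.5 to 1.5 plus GFP to RFP signal ratio inhibition reaching or exceeding a fixed threshold, cut at about 30% in these data, passing the limit was not always enough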; further: some compounds called inactive have numbers as strong as hits
NadD block: NadD (S. aureus) enzyme inhibition. purified NadD enzyme, colorimetric absorbance read-out. inhibition, % at 20 µM. 360,000 compounds, 0.78% hits; in the data active means inhibition above about 26%; further: some compounds past the cut are filed as inactive
Scp1 inh: inhibitors of human Scp-1 phosphatase; Q9GZU7; Recombinant Scp1, phosphopeptide, malachite green phosphate absorbance; inhibition, % at 20 µM; 340,000 compounds, 0.88% hits;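 active means inhibition above about 50% at 20 µM, limit read from the data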;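 further: plate controls were DMSO wells with enzyme for no effect and wells lacking enzyme for full effect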
Target sequence (Q9GZU7 76-261 limits assumed): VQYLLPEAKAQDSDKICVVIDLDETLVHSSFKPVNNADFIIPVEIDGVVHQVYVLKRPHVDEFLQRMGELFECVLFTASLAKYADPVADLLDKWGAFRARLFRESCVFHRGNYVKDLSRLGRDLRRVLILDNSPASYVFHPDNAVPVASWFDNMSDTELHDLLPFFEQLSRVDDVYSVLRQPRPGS
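System: SCP-1 catalytic domain; Reagent: Phospho 17-mer peptide substrate; Doses: one concentration, 20 µM, with 1.0% DMSO; Incubation: 45 min room-temperature reaction, 5 min colour, 30 min stabiliser; Signal: Phosphate-binding colour reagent, absorbance read at 630 nm.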
Tb MetRS inh: blocks T. brucei methionyl-tRNA synthetase activity | purified T. brucei MetRS, ATP depletion, Kinase-Glo luminescence | inhibition, % at 11.9 µM | 360,000 compounds, 0.4% hits;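 active means inhibition above a per-plate cutoff of the control wells' mean inhibition plus 3 SD, cut at about 5.5% in these data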;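 further: 0% = DMSO wells median and 100% = median of wells with control inhibitor compound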
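Test system – parasite MetRS enzyme · Reagent – substrates ATP, L-methionine and bulk Escherichia coli tRNA · Doses – 11.9 µM compound single dose, 0.9% DMSO · Times – 15 min enzyme-compound preincubation, 2 h reaction, 10 min detection, 25 °C · Signal – Kinase-Glo luminescence, ATP depletion format · Controls – DMSO-only wells as low control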
DNMT1 block: blocks human DNA methyltransferase DNMT1; inhibition (reported as % activation of signal), % at 10 µM; P26358; 360,000 compounds, 0.83% hits; DNMT1 molecular beacon, Hinp1I cleavage, fluorescence; in the data active means inhibition above about 50%
LMPTP block: LMPTP (human) inhibition | P24666 | recombinant LMPTP-A, OMFP fluorogenic substrate, fluorescence intensity | inhibition, % at 20 µM | 360,000 compounds, 0.22% hits | AID 651560;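 active means compounds that cut the enzyme signal by at least half of the control window in the single-dose screen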;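 further: plate controls were DMSO wells with enzyme plus substrate for no effect and substrate without enzyme for full effect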
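Test system – LMPTP-A phosphatase enzyme · Quantity – 0.625 nM LMPTP-A final · Reagent – OMFP substrate, 400 µM final · Dosing – one test concentration per compound, 20 µM, with 3% DMSO overall · Timing – 50 min enzyme reaction at room temperature, protected from light · Detection – fluorescence intensity · Controls – substrate-only low control, DMSO enzyme-plus-substrate high control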
* = called active by the depositor; i = inactive; x = no result given; + = active, no number.

SMILES | SUMO1-SIM PPI | Neddylation inh | STEP block | CendR NRP1 mod | SKN-1 block | NadD block | Scp1 inh | Tb MetRS inh | DNMT1 block | LMPTP block
COc1cc(OC)cc(C(=O)Nc2cccc3cccnc23)c1 | -4.5 | i | 3.5 | -12.3 | 2.4 | -2.4 | -4.5 | -1.1 | 0.3 | 3.6
COC(=O)c1sc(N2C(=O)c3oc4ccccc4c(=O)c3C2c2cccc(O)c2)nc1C (stereo unspecified) | -7.3 | i | -0.6 | -3.9 | -6.4 | 7.4 | -5.8 | -0.6 | 18.2 | 13.5
CN(C(=O)COC(=O)c1ccc([N+](=O)[O-])cc1N)c1ccccc1 | -9.0 | i | -0.5 | -131.6 | -5.1 | -4.6 | -4.4 | 0.7 | 6.6 | 0.1
O=C(Cc1c(F)cccc1Cl)N1CCN(S(=O)(=O)c2cccs2)CC1 | 0.1 | i | 1.6 | 14.1 | -8.3 | -6.9 | 3.2 | -0.3 | 1.7 | -0.6
C=CCN1C(=O)/C(=C/c2ccc(O)c(OC)c2)S/C1=N/c1nccs1 | -31.7 | i | -1.2 | -246.9 | 26.4 | 12.2 | -1.3 | -0.6 | -17.9 | 3.3
COc1ccc(CC(=O)N/N=C(/C)CC(=O)N(C)c2ccccc2)cc1 | 4.9 | i | 0.9 | -3.1 | 3.0 | 1.5 | -0.6 | -0.3 | -0.1 | -0.4
CC(C)CC(=O)c1c[nH]c(C(=O)NCc2ccccc2)c1 | 3.2 | i | -0.8 | 3.6 | 18.9 | -2.6 | -9.1 | 0.1 | 0.5 | -0.5
Cc1cc(-n2cc(Br)c(=O)[nH]c2=O)nc(-c2ccccc2)n1 | 7.0 | i | -2.1 | -1.4 | -6.4 | -0.9 | -0.8 | -0.9 | 1.4 | -1.3
Cc1ccc(S(=O)(=O)C[C@@H]2OC[C@H](C(C)C)N2S(=O)(=O)c2ccc(C)cc2)cc1 | 4.1 | i | x | 6.4 | -7.1 | x | x | 0.3 | x | 0.9
CC1CCCCN1S(=O)(=O)c1ccc2c(c1)oc(=O)n2CC(=O)O (stereo unspecified) | 2.0 | i | 0.2 | 0.4 | 14.8 | 0.5 | -7.5 | -1.0 | 2.1 | -2.9
COc1ccc(C(=S)NC2CCCCC2)cc1 | 0.8 | i | 0.3 | -5.5 | 16.5 | -1.2 | -11.9 | -0.9 | -3.5 | -0.5
COc1ccc(CN(C)CC(=O)NC2CCCc3ccccc32)cc1OC (stereo unspecified) | -1.5 | i | -2.7 | 3.4 | 2.5 | -7.8 | -10.4 | -0.7 | -0.5 | 0.2
C/C(CC(=O)Nc1ccccn1)=N\NC(=O)C(=O)Nc1cccc(Cl)c1C | 1.7 | i | -1.2 | 7.6 | -4.8 | 1.9 | -0.4 | 1.1 | 10.2 | -1.3
CC(C)CSc1nsc(N)n1 | -0.2 | i | 2.0 | -2.0 | 3.3 | -4.5 | -6.3 | -0.8 | 2.3 | -0.9
Cn1c(=O)c2cc(S(=O)(=O)NCCC(=O)Nc3ccccc3F)ccc2n(C)c1=O | 5.0 | i | -4.1 | 3.4 | 17.8 | -0.6 | -2.8 | 0.0 | 0.1 | -0.8
CCCn1c(N)c(C(=O)CN(C)CC(=O)Nc2c(Cl)cccc2Cl)c(=O)[nH]c1=O | -0.2 | i | 0.3 | 17.2 | -14.3 | 0.8 | -6.8 | -0.4 | 4.2 | -2.6
COC(=O)C[C@H]1C[C@H]2c3cc(NS(=O)(=O)c4ccc(OC)cc4)ccc3O[C@H]2[C@H](CO)O1 | 28.0 | i | -0.2 | 1.9 | 9.9 | -3.8 | x | 0.0 | 1.6 | -1.8
CCCSc1ccc2nc(NC(=O)OC)[nH]c2c1 | -4.5 | i | 2.5 | -2.9 | -8.4 | -0.4 | 19.0 | 0.0 | -0.6 | 0.8
Cc1ccc(S(=O)(=O)NC(=O)N2CCCC(C)(C)C2)cc1 | -2.3 | i | -0.4 | 4.1 | -5.3 | 6.5 | -11.2 | -0.6 | -1.1 | 0.1
CS(=O)(=O)c1ccc2nc(NC(=O)CN3CCN(Cc4ccccc4)CC3)sc2c1 | 2.7 | i | -3.2 | -9.1 | 4.2 | -1.6 | -8.7 | -0.4 | 0.9 | 0.0
O=C(O)/C=C\C(=O)Nc1ccccc1C#Cc1ccccc1 | -0.3 | i | -0.4 | -15.1 | -1.4 | -0.2 | -5.3 | -0.3 | -0.6 | -0.1
O=C(Nc1nc2ccccc2n1CCOc1ccccc1)c1ccco1 | -1.6 | i | -0.7 | 9.9 | 12.2 | 5.1 | -2.0 | -0.2 | -2.5 | 3.0
NC(=O)c1ccccc1OCc1nc2ccccc2s1 | -5.0 | i | -0.1 | 7.5 | -1.6 | -12.3 | -3.0 | -0.8 | 0.8 | -1.3
CC(C)c1ccc(-c2nnc(N)s2)cc1 | -3.8 | i | 0.9 | -33.9 | 20.7 | -2.8 | 6.0 | 0.0 | -1.5 | -0.3
CC1CCN(C2CCN(S(=O)(=O)c3ccc(C(F)(F)F)cc3)CC2)CC1 | 5.8 | i | -1.5 | 8.5 | 13.0 | -3.9 | 4.4 | 0.1 | -0.2 | -1.1

Some values from above:
NadD block result of `CN(C(=O)COC(=O)c1ccc([N+](=O)[O-])cc1N)c1ccccc1` stands at -4.6
SKN-1 block result of `Cc1ccc(S(=O)(=O)NC(=O)N2CCCC(C)(C)C2)cc1` stands at -5.3

The results go on.
SMILES | SUMO1-SIM PPI | Neddylation inh | STEP block | CendR NRP1 mod | SKN-1 block | NadD block | Scp1 inh | Tb MetRS inh | DNMT1 block | LMPTP block
Nc1cc(Cl)ccc1C(=O)OCC(=O)NC(=O)NCc1ccccc1 | 15.2 | i | -3.5 | -10.2 | 2.9 | -4.8 | -4.8 | 0.2 | -16.2 | 1.9
Cc1nn(-c2ccc(Cl)cc2)c2[nH]c(=O)c(CNCc3ccc4c(c3)OCO4)cc12 | 0.7 | i | -1.0 | -11.1 | -3.6 | 4.3 | -9.7 | -0.3 | -2.4 | -0.4
C=CCn1c(N)cc(=O)nc1SCC(=O)Nc1ccc2ccccc2c1 | -9.0 | i | -6.5 | 17.5 | 7.3 | 0.2 | 3.6 | -0.4 | -0.1 | 0.8
COc1ccc(-c2c3c(=O)n(C)c(=O)n(C)c3cn2-c2ccc(O)cc2)cc1 | 2.4 | x | -3.1 | -8.0 | 1.2 | 3.0 | -5.8 | -0.1 | -4.3 | -0.6
COc1ccc(-n2c(Cc3cccn3C)nnc2SCC(N)=O)cc1 | -1.0 | i | -1.8 | -4.5 | -3.4 | -0.1 | 14.7 | 0.1 | -1.2 | -0.5
COc1ccc(OC)c(N(CC(=O)N2CCc3ccccc3C2)S(C)(=O)=O)c1 | -1.6 | i | -3.7 | 7.0 | -6.0 | -1.5 | 3.1 | -1.1 | -0.2 | -0.6
Fc1cccc(NC(=S)NCCCN2CCOCC2)c1 | 1.6 | i | 4.7 | -8.0 | 20.2 | -4.1 | -4.8 | -0.4 | 1.0 | -12.3
CCOC(=O)Oc1ccc(/C=C2\N=C(C)OC2=O)cc1 | -3.1 | i | -2.0 | -33.8 | 16.0 | -1.2 | -5.9 | -0.8 | 3.3 | 0.6
O=C(Nc1ccccc1)c1ccc(=O)n(Cc2cccc(Cl)c2)c1 | -2.2 | i | -4.1 | 8.6 | -3.9 | -2.2 | -4.1 | 42.6* | 4.8 | 1.9
O=C(Cc1ccc(Cl)cc1)NNC(=S)NC(=O)c1cccs1 | 7.6 | + | 1.5 | 37.4* | -2.2 | -2.5 | -7.3 | -0.1 | 2.0 | 0.1
COc1ccc(C(CNC(=O)COc2ccccc2C)N2CCCCC2)cc1 (stereo unspecified) | 0.0 | i | 0.0 | -6.3 | -12.1 | -9.6 | 1.5 | -0.2 | 0.4 | 0.0
CCCCn1nnnc1C(CCSC)N1CCN(C/C=C/c2ccccc2)CC1 (stereo unspecified) | 3.6 | i | -1.0 | 2.5 | 19.1 | -5.8 | x | -0.8 | -0.4 | -1.1
O=C1NC(Cc2c[nH]c3ccccc23)C(=O)N1CCOc1ccc(F)cc1 (stereo unspecified) | -1.3 | i | -0.4 | 3.8 | 10.7 | -5.8 | -5.0 | -0.7 | -5.2 | 0.3
C[C@@H](NC(=O)[C@@H]1Cc2ccccc2CN1C(=O)OC(C)(C)C)C(=O)NCc1ccco1 | 0.5 | i | -1.9 | -3.3 | -4.2 | 0.5 | -0.3 | -1.1 | -1.0 | 0.4
CCc1ccc(OCc2nnc(SCc3ccc(C(=O)O)cc3)o2)cc1 | 3.6 | i | 2.8 | 12.0 | -0.5 | 0.8 | -1.1 | -1.3 | 12.5 | 0.6
COC(=O)C1=C(C)N(Cc2ccc(C)cc2)C(=O)/C1=C\c1cc(OC)c(OC)c(OC)c1 | -4.0 | i | 1.4 | -3.6 | -12.7 | -0.1 | -22.4 | -0.3 | -3.8 | 0.5
CC(C)(C)Sc1ccc2nc3c(n2c1)CCCC3 | 1.0 | x | -1.8 | -4.1 | -1.2 | 0.1 | -7.1 | -0.8 | 0.6 | -0.2
COc1ccc(NC(=O)COc2cccc3c2CCNC3=O)cc1 | -0.2 | i | -1.3 | 1.2 | 13.8 | -3.7 | 1.8 | -0.2 | 3.3 | -1.7
CN1/C(=C\C(=O)Nc2ccc(F)cc2)C(C)(C)c2ccccc21 | -1.3 | i | 0.5 | 2.4 | 12.9 | 1.4 | 1.6 | 0.8 | -3.2 | 2.5
COC(=O)c1c(NC(=O)/C=C/C(=O)O)sc(Cc2ccccc2)c1C | -5.7 | i | 6.0 | -58.8 | 7.0 | -3.6 | 5.5 | 0.8 | 1.9 | -1.6
C=CCNCCCCOc1ccc(C)cc1[N+](=O)[O-] | -5.1 | i | -4.8 | 2.5 | 11.7 | -1.5 | -2.2 | -0.1 | 3.0 | -2.1
Cc1ccc(C(c2sc3nc(C)nn3c2O)N2CCN(c3ccccc3F)CC2)cc1 (stereo unspecified) | 0.1 | i | -1.9 | 6.5 | 2.3 | -0.4 | -2.2 | -0.1 | -2.8 | 0.0
OCC1(Cc2cccc(C(F)(F)F)c2)CCN(Cc2cc(F)cc(F)c2)CC1 | -2.2 | i | -4.1 | -1.5 | 6.6 | -8.7 | -1.5 | -0.7 | 2.8 | -1.0

3 of the entries above in order of the SUMO1-SIM PPI value, highest first:
compound | SUMO1-SIM PPI
CCOC(=O)Oc1ccc(/C=C2\N=C(C)OC2=O)cc1 | -3.1
C=CCNCCCCOc1ccc(C)cc1[N+](=O)[O-] | -5.1
COC(=O)c1c(NC(=O)/C=C/C(=O)O)sc(Cc2ccccc2)c1C | -5.7
